# Screens as filed in PubChem.
# SRC1 inh: inhibits human SRC1 coactivator | 360,000 tested, 0.12% active | AID 588354 | inhibition, % at 3.6 µM | HEK293 GAL4-SRC1 luciferase reporter, luminescence | Q15788;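 active means inhibition above the campaign mean plus 3 SD, with each screening campaign given its own cutoff, cut at about 60% in these data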;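 further: 0% = DMSO treated cells and 100% = gossypol at 36 µM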
# NR2F2 inh: blocks human COUP-TFII nuclear receptor; P24468; HEK293T NGFI-A luciferase reporter, luminescence; inhibition, % at 8.6 µM; 370,000 tested, 0.7% active; AID 686940;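 active means inhibition above a per-plate cutoff, mean inhibition of test wells between control levels plus 3 SD, cut at about 38% in these data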;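 further: cells cotransfected with COUP-TFII expression vector driving the NGFI-A reporter; 0% = median of COUP-TF2 test wells and 100% = reporter-only cells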
# NCOA3 inh: inhibits human SRC3 coactivator | AID 588352 | Q9Y6Q9 | HEK293 GAL4-SRC3 luciferase reporter, luminescence | 360,000 tested, 0.17% active | inhibition, % at 3.6 µM;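 active means inhibition above a per-campaign cutoff, the mean of all compounds plus 3 SD, cut at about 60% in these data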;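 further: 0% = DMSO-treated cells and 100% = gossypol-treated cells at 36 µM; higher means less SRC3-driven luciferase light from the GAL4 reporter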
# Target sequence (Q9Y6Q9 whole entry, looked up, the tested form may be a part): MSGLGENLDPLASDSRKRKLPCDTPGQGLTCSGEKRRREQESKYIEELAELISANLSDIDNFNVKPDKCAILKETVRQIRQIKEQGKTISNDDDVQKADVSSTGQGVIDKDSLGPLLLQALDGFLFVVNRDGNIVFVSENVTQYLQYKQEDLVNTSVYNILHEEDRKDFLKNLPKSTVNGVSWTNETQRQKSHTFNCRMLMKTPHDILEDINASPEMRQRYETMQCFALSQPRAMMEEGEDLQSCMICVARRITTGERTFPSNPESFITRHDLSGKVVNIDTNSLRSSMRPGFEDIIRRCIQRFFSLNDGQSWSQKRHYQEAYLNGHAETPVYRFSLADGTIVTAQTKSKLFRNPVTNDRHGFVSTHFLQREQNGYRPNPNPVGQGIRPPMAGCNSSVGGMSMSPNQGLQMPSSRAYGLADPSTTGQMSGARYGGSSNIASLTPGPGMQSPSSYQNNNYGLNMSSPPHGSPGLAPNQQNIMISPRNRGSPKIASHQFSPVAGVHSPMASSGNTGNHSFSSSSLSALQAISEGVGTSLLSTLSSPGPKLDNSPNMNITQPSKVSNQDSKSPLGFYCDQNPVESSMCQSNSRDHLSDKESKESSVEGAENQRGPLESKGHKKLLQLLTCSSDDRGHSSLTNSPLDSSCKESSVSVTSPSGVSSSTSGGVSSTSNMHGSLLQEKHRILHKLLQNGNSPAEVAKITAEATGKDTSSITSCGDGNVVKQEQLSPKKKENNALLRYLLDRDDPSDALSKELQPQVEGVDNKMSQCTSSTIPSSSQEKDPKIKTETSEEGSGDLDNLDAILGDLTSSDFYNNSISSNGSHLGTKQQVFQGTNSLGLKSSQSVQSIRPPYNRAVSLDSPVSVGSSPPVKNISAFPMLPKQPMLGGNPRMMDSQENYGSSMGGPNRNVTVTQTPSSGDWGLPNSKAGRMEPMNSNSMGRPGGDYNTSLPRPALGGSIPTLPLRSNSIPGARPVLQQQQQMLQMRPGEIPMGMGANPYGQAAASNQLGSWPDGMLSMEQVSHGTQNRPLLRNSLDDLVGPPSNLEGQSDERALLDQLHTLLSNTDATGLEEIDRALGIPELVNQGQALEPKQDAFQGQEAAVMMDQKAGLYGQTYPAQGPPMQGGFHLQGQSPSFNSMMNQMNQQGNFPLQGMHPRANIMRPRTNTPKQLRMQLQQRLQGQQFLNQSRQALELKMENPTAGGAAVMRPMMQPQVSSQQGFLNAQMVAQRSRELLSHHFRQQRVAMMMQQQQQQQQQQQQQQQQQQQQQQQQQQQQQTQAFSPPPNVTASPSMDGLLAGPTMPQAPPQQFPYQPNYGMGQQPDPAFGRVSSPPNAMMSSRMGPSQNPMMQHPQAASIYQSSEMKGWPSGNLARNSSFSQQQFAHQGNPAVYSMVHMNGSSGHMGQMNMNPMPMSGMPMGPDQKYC
# KKLEB tox: counter-screen for CF NF-kB inhibitors: cytotoxicity | KKLEB CF airway cells viability, ATPlite luminescence, overnight; stronger effect = lower value; cells stimulated with P. aeruginosa culture filtrate | 360,000 tested, 0.36% active | activity change (cytotoxicity), % at 5 µM;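 active means corrected activity change at or below -50% at 5 µM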
# C8 TRAIL sens: caspase-8 TRAIL sensitization; NB7+C8 cells + TRAIL, ATPlite viability luminescence; inhibition (viability loss, TRAIL sensitization), % at 10 µM; 360,000 tested, 1% active; AID 624354;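 active means compounds causing at least 50% loss of cell viability in the single-dose screen, relative to plate controls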
# CF NFkB inh: cystic fibrosis NF-kB activation inhibition | KKLEB NF-kB-GFP reporter, PAF-induced, GFP fluorescence overnight | inhibition, % at 5 µM | 360,000 tested, 0.86% active | AID 588850;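 active means at least 50% inhibition at 5 µM, scaled per plate between neutral and stimulator controls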;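 further: PAF is a Pseudomonas aeruginosa culture filtrate used as stimulus; plate controls were PAF-stimulated DMSO wells for no effect and unstimulated DMSO wells for full effect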
# LMP1 NFkB inh: reduces LMP1-driven NF-kappaB luciferase signal; LMP1-induced NF-kappaB luciferase reporter cells, luminescence; inhibition, % at 12.5 µM; 350,000 tested, 0.69% active; AID 504558; in the data active means inhibition above about 41%;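 further: 0% = neutral control wells and 100% = reference inhibitor control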
# TWEAK-Fn14 inh: TWEAK-Fn14 signaling inhibition | TWEAK-stimulated Fn14 reporter cells, luciferase luminescence, 8 h | inhibition, % at 10 µM | 360,000 tested, 2% active | AID 1159606; in the data active means inhibition above about 50%
# SRC2 inh: inhibits human steroid receptor coactivator 2; Q15596; HEK293 GAL4-SRC2 luciferase reporter, luminescence; inhibition, % at 9 µM; 370,000 tested, 0.17% active; AID 651957;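 active means inhibition above the mean inhibition of all tested compounds plus 3 SD, set per campaign, cut at about 52% in these data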;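 further: 0% = DMSO treated cells and 100% = cells given Gossypol at 36 µM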
# LRH-1 inv ag: inverse agonists of human LRH-1 (NR5A2) | AID 602396 | O00482 | HEK293T StAR-luciferase reporter, LRH-1 transfected, 24 h | inhibition, % at 3.6 µM | 360,000 tested, 0.13% active;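 active means inhibition above the mean inhibition of all tested compounds plus 3 SD, cut at about 73% in these data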;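 further: 0% = DMSO wells and 100% = reporter-only cells lacking LRH-1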
# TROY NFkB inh: blocks TROY-dependent signaling in reporter cells | 360,000 tested, 0.98% active | inhibition, % at 10 µM | Q293 LMP1-TROYcd NF-kB luciferase reporter, 4 h;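 active means compounds whose plate-normalised and pattern-corrected inhibition of the luciferase reporter signal at the single screening dose is 50% or more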
# Active calls of the source: *; · = no result given.
# Sample of the layout, seven compounds:
SMILES,SRC1 inh,NR2F2 inh,NCOA3 inh,KKLEB tox,C8 TRAIL sens,CF NFkB inh,LMP1 NFkB inh,TWEAK-Fn14 inh,SRC2 inh,LRH-1 inv ag,TROY NFkB inh
CCCCn1c(SCC(=O)c2ccc(OCC)cc2)nc2cc(S(N)(=O)=O)ccc21,-10,10,-14,-13,-1,14,-7,-35,-12,4,-33
Cc1cc(Br)cn2c(Cc3ccccc3C(F)(F)F)c(C3CCCCC3)nc12,7,-7,11,5,-20,-5,·,17,4,15,16
Cc1cccc(Nc2nc3ccccc3s2)c1C,-105,-27,-56,-1,20,-26,-39,-15,-26,-84,-18
CCC(c1ccccc1)C(CC)c1cc(O)c(O)c(O)c1 (centres undefined),8,6,-5,4,8,5,-1,31,18,3,16
O=C(NCCc1c[nH]c2ccccc12)C1CCN(S(=O)(=O)c2ccccc2F)CC1,11,0,19,6,17,-20,-30,-31,-11,10,6
CC(C)CN(C(=O)COC(=O)c1ccc2c(c1)NC(=O)CS2)C1CCS(=O)(=O)C1 (centres undefined),4,-3,15,5,-8,-5,3,8,-31,0,5
Cc1ccccc1-n1nc(C(=O)O)cc1-c1ccccc1,-11,-1,15,-8,-19,-3,4,20,-5,7,3

# The whole of this part, from the first entry:
SMILES,SRC1 inh,NR2F2 inh,NCOA3 inh,KKLEB tox,C8 TRAIL sens,CF NFkB inh,LMP1 NFkB inh,TWEAK-Fn14 inh,SRC2 inh,LRH-1 inv ag,TROY NFkB inh
CCCCn1c(SCC(=O)c2ccc(OCC)cc2)nc2cc(S(N)(=O)=O)ccc21,-10,10,-14,-13,-1,14,-7,-35,-12,4,-33
Cc1cc(Br)cn2c(Cc3ccccc3C(F)(F)F)c(C3CCCCC3)nc12,7,-7,11,5,-20,-5,·,17,4,15,16
Cc1cccc(Nc2nc3ccccc3s2)c1C,-105,-27,-56,-1,20,-26,-39,-15,-26,-84,-18
CCC(c1ccccc1)C(CC)c1cc(O)c(O)c(O)c1 (centres undefined),8,6,-5,4,8,5,-1,31,18,3,16
O=C(NCCc1c[nH]c2ccccc12)C1CCN(S(=O)(=O)c2ccccc2F)CC1,11,0,19,6,17,-20,-30,-31,-11,10,6
CC(C)CN(C(=O)COC(=O)c1ccc2c(c1)NC(=O)CS2)C1CCS(=O)(=O)C1 (centres undefined),4,-3,15,5,-8,-5,3,8,-31,0,5
Cc1ccccc1-n1nc(C(=O)O)cc1-c1ccccc1,-11,-1,15,-8,-19,-3,4,20,-5,7,3
COc1ccc(COC(=O)NC(C(=O)O)c2ccccc2)cc1 (centres undefined),0,-5,-7,7,9,-11,-3,-9,10,-9,-22
CC(C)=CC(=O)OCC(=O)Nc1cc(C)ccc1C,-12,-1,19,-11,-2,5,-2,42,5,1,-2
CCCN(CC(=O)Nc1ccccc1C)C(=O)c1cc(C)oc1C,-5,0,16,-6,14,2,-2,1,-18,14,19
CCOC(=O)N1CCN(C(=O)CCCn2c(=S)[nH]c3ccc(Br)cc3c2=O)CC1,-3,3,10,-2,1,5,17,-10,2,-10,-2
O=C(OCc1ccc(F)cc1)c1cc(=O)c2ccccc2o1,-3,5,1,6,-23,30,0,20,-19,-4,-10
c1ccc(CSc2nccc(-c3ccco3)n2)cc1,-10,-15,-17,-2,-7,-9,·,19,3,-7,4
O=C(Nc1ncccc1O)c1ccc(Cl)c(S(=O)(=O)N2CCCC2)c1,-11,1,3,-2,-9,7,5,1,-15,10,2
O=c1c2cc(Br)ccc2[nH]c(=S)n1Cc1cccnc1,-3,23,-13,9,-8,-24,-2,1,4,3,14
CN(C)c1ccc(CN(Cc2ccco2)C(=O)c2ccco2)cc1,-2,20,-1,0,-22,1,·,-37,2,-10,-11
CC(C)(C)[C@@H]1C=C(C(N)=O)O[C@H](OCCCCO)C1,-10,-8,3,11,-6,-6,6,-8,-35,-3,12
Cc1ccc(N=Cc2c(O)n(-c3nccs3)c(=O)c3ccccc23)c(C)c1,-38,-4,11,3,10,-35,2,-16,0,-6,3
COc1ccccc1NC(=O)N1CCN(c2ccc3nnc(-c4ccc(F)cc4)n3n2)CC1,0,5,2,-9,-8,0,8,-42,-18,-3,5
Cc1cccc(C)c1OCc1cn(CC(=O)c2ccc(O)cc2)nn1,-3,0,-14,-8,-1,16,-3,12,1,-15,-1
Cc1cc(NC(=O)c2ccc(Cl)cc2)no1,-116,-46,-100,6,41,6,-3,23,-28,-126,-38
O=[N+]([O-])c1ccc(C[n+]2cccc(O)c2)cc1,3,0,-5,5,9,-9,-5,-5,9,-21,-20
CC(=O)c1cc(C#N)c(N(C)Cc2ccccc2)nc1C,-11,7,7,5,1,-6,1,10,-11,-21,-7
N#Cc1ccsc1NC(=O)c1ccc2ncsc2c1,-25,-26,-33,6,-19,-28,-24,-17,-34,-31,-32
CCOc1ccc(S(=O)(=O)/N=C(/c2ccccc2)N(C)C)cc1,-19,7,11,-6,4,9,2,1,-5,5,1
# The list goes on:
SMILES,SRC1 inh,NR2F2 inh,NCOA3 inh,KKLEB tox,C8 TRAIL sens,CF NFkB inh,LMP1 NFkB inh,TWEAK-Fn14 inh,SRC2 inh,LRH-1 inv ag,TROY NFkB inh
Cc1cc(C(=O)COC(=O)C2CCN(C(=O)c3ccc(Cl)cc3)CC2)c(C)n1CC1CCCO1 (centres undefined),-12,9,5,-7,-12,16,5,68*,-7,2,19
CCOc1ccccc1N(C(=O)Nc1cccc(Cl)c1)C1=NC(C)CS1 (centres undefined),-11,-19,-2,3,5,3,1,0,-17,-6,0
O=C(NCc1ccc2c(c1)OCO2)C1CC(c2ccc(Cl)c(Cl)c2)=NO1 (centres undefined),7,-5,-2,-5,-5,17,-6,9,2,8,12
CCO[C@@H]1OC(C(N)=O)=C[C@H](C2CCCCC2)[C@H]1CCCO,0,-2,13,2,-21,-4,-3,-5,-8,-13,-14
CC(=O)c1c(C)n([O-])c2ccc(C)cc2[n+]1=O,5,18,-2,-3,2,12,-3,10,0,14,-16
COc1ccc(-n2nc(C(=O)NCC(=O)N3CCC(C(N)=O)CC3)c3ccccc3c2=O)cc1OC,-8,-10,1,7,3,-8,-5,1,-4,-24,-3
O=C(Nc1ccnc(-c2cccnc2)n1)c1ccccc1Cl,-8,-9,10,-10,-3,-4,-2,9,-7,11,5
O=C(Oc1ccc2ccccc2c1)C1CCC1,5,13,-12,6,-4,-10,-6,5,-10,-9,11
CCc1ccc(NC(=O)Cn2cnc3sc(C)c(S(=O)(=O)N4CCOCC4)c3c2=O)cc1,1,3,13,-3,-1,-1,-9,11,5,4,7
O=C(N/N=C/c1cccs1)C(O)c1ccccc1 (centres undefined),-6,-5,4,6,-1,-9,-3,4,10,9,16
CCc1cc2c(=O)[nH]c(Cc3ccc(OC)cc3)nc2s1,-1,-24,12,-10,-2,19,3,3,-21,4,-11
Cc1ccc(-n2nc(N)c3c(=O)oc(N(C)C)nc32)cc1,-8,14,0,10,6,0,-1,10,-27,-6,-13
COc1ccc2c(c1)Sc1ccccc1N2CCN(C)C,2,·,1,-7,5,6,-6,-10,·,15,-11
COc1cccc(C2C3=C(N=c4s/c(=C\c5cccc(O)c5)c(=O)n42)c2ccccc2CC3)c1OC (centres undefined),-11,-8,16,10,3,16,-11,20,6,-20,23
COc1cccc(C(=O)CN2CCN(S(=O)(=O)c3ccc(Br)cc3)CC2)c1,-12,·,9,-4,-24,9,-8,-13,·,-8,11
CC(=O)c1ccc(N2CCN(C(=O)COc3ccc(F)cc3)CC2)c(F)c1,-5,-2,-14,1,5,-12,15,-8,-20,-4,21
CNC(=O)C(=O)Nc1c(O)c2ccccc2[nH]c1=O,7,-30,11,13,17,-8,-8,-8,-12,-5,5
CCOC(=O)c1ccc(NC(=O)Nc2ccn(C)n2)cc1,-8,·,-23,-10,6,16,-9,-6,·,-21,-30
COc1ccc(CNC(=S)N/N=C/c2ccc(OC)c(OC)c2)cc1,-7,0,1,-5,2,-7,0,15,-6,3,11
CCNS(=O)(=O)c1ccc(CCC(=O)N2CCN(C(=O)OCC)CC2)cc1,5,16,7,6,9,8,-20,-3,-7,3,-9
O=S(=O)(c1ccc(SCc2ccccc2)nc1)N1CCCC1,-24,-16,3,11,-12,1,-6,-8,-42,12,-44
N#CC1=C(N)C(C#N)(C#N)[C@H](c2c(F)cccc2F)[C@H]2CC3(CC=C12)OCCO3,13,-4,3,-10,10,12,-12,20,11,52,2
CCOC(=O)NCc1ccc2c(c1)cc(C)n2C,-10,2,-4,18,9,-2,-18,-17,-26,3,12
Cc1c(NC(=O)c2ccc3c(c2)C(=O)N(Cc2ccco2)C3=O)cccc1C(=O)O,6,5,6,-7,-2,10,-1,11,-24,4,6
COc1ccc(NC(=O)C(c2ccccc2)N(C)C(=O)CNC(C)=O)cc1 (centres undefined),-7,8,10,-10,-10,15,-2,-4,-16,-5,-17
O=C(NC1CCCCC1)c1cc([N+](=O)[O-])ccc1N1CCOCC1,2,5,7,-4,-4,15,7,-6,9,-2,1
CCC1CCCCN1S(=O)(=O)c1ccc(C(=O)Nc2nnc(C3=COCCO3)o2)cc1 (centres undefined),13,10,-11,-3,10,5,1,8,-5,0,-5
CC(C)NC(=O)C1(C)CCN1C(=O)C1(c2ccccc2)CC1 (centres undefined),-8,-3,-2,-10,6,-4,·,-3,-14,-15,-10
COCCn1c(Cc2ccccc2)nnc1SCc1ccc([N+](=O)[O-])cc1,10,12,6,19,0,-12,0,-16,14,2,-32
COc1ccc(N=C2SC(CC(=O)Nc3ccccc3)C(=O)N2CC2CCCO2)cc1 (centres undefined),4,8,-4,-4,-10,-8,-17,8,5,8,·

# Three of the compounds above, bar-delimited.
structure | SRC1 inh | NR2F2 inh | NCOA3 inh | KKLEB tox | C8 TRAIL sens | CF NFkB inh | LMP1 NFkB inh | TWEAK-Fn14 inh | SRC2 inh | LRH-1 inv ag | TROY NFkB inh
COc1ccc2c(c1)Sc1ccccc1N2CCN(C)C | 2 | · | 1 | -7 | 5 | 6 | -6 | -10 | · | 15 | -11
COc1ccc(N=C2SC(CC(=O)Nc3ccccc3)C(=O)N2CC2CCCO2)cc1 (centres undefined) | 4 | 8 | -4 | -4 | -10 | -8 | -17 | 8 | 5 | 8 | ·
CCNS(=O)(=O)c1ccc(CCC(=O)N2CCN(C(=O)OCC)CC2)cc1 | 5 | 16 | 7 | 6 | 9 | 8 | -20 | -3 | -7 | 3 | -9
